# High-throughput results from PubChem BioAssay.
# FUS suppressor: FUS proteinopathy suppression in yeast; AID 1347120; 390,000 compounds, 0.24% hits; S. cerevisiae FUS-expressing, growth rescue, OD600, 24 h; Potency, µM (top dose mostly 76.6 µM), for inactives: at the top dose growth rescue (activation), most hits filed as activators;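 also: plate controls were DMSO vehicle for no effect and reference control for full effect; nearly all actives have a fitted effect of over 55% in size; some results filed as inactive show a strong effect at the top dose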
#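 Yeast FUS proteinopathy model; galactose-induced FUS (2%), starting OD 0.005. Cpds in dilution series, 24hr, 30C, 99% humidity. Abs 600 nm growth. Pos ctrl CP55940 (top 92uM final); neg ctrl DMSO.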
# Abeta yeast res: restores growth of yeast expressing A-beta42 peptide; yeast expressing A-beta42, growth rescue, OD600, 48 h; response scale: 0% DMSO, 100% iron-clioquinol control; Potency, µM (titrated, usually from 46.1 µM), inactives show at the top dose growth rescue, actives largely listed as activators; 410,000 compounds, 0.063% hits; AID 1347071; also: nearly all actives have a fitted effect of over 55% in size
#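 Yeast A-beta toxicity model in growth medium with pinned compounds, 48 h at 30 C; growth read as absorbance at 600 nm. Normalized to FeCl3/clioquinol equimolar mix (positive) and DMSO (negative).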
# The depositor's hits bear a star; u = inconclusive; [ ] = dose if it differs, or a comment. Calls follow the shape of the dose curve; as a rule, active = well fitted activation curve with a large enough effect; inconclusive = small, poorly fitted or top-dose-only effect; inactive = no such curve, though single readings can be large or run the other way. Potency is read from the fitted curve at half-maximal effect.
SMILES,FUS suppressor,Abeta yeast res
CCOC(=O)c1ccc(NC(=O)Nc2cc3c(cc2N2CCCC2)n(C)c(=O)n3C)cc1,5%,-10%
COc1c(C)cccc1C(=O)Nc1cccc2ccc(C)nc12,29%,-27%
COc1ccc(OC)c(C2CC(=O)c3c([nH]c(C(=O)OCC4CCCCC4)c3C)C2)c1 (stereo not drawn),-10%,-17%
CCOCCCn1c(SCC(=O)Nc2ccccc2OC)nc2c(oc3ccccc32)c1=O,u,1%
O=C(c1ccc2c(c1)N(Cc1ccccc1F)C(=O)c1ccccc1S2=O)N1CCC(Cc2ccccc2)CC1 (stereo not drawn),17%,-11%
Clc1ccccc1CSc1nc(NCCc2ccccc2)c2ccccc2n1,11%,-53%[inhibitor]
Cc1ccc(C(=O)c2cn(Cc3cccc(F)c3)c3nc(C)ccc3c2=O)cc1,42%,-20%
O=C(Cn1nc(C(F)(F)F)c2c1CCCC2)Nc1ccc(Br)cc1,-3%,19%
CN1C(=O)c2cccc3c(S(=O)(=O)Nc4cccc(C(=O)O)c4)ccc1c23,-1%,-5%
COc1cc(NC(=O)Cn2cnc3sc(C)c(S(=O)(=O)N4CCC(C)CC4)c3c2=O)cc(OC)c1OC,-17%,-15%
CCOc1ccc(-n2c(=O)c3c4c(sc3n(Cc3cc(=O)n5cc(Cl)ccc5n3)c2=O)CCC4)cc1,-8%,1%
COC(=O)c1c(SCC(=O)Nc2cc(F)ccc2F)[nH]c2ccc(C)cc2c1=O,6%,-1%
Cc1nn(C)c2c1c(C(F)(F)F)cc(=O)n2C(C)C(=O)NCc1ccccc1Cl (stereo not drawn),9%,-18%
COc1ccccc1CNC(=O)C1CCCN(S(=O)(=O)c2ccc3c(c2)CCCN3C(C)=O)C1 (stereo not drawn),26%,17%
CCOc1ccc(CNC(=O)Cn2cc3c(n2)-c2c(oc(C(=O)N4CCOCC4)c2C)CC3)cc1,29%,-3%
CCn1cc(C(=O)NCCC(C)C)c(=O)c2cc(S(=O)(=O)N(C)C3CCCCC3)ccc21,-16%,2%
O=C(Cn1c(=O)c2cc(Cl)ccc2n2nncc12)Nc1ccccc1,-2%,-10%
CCc1ccccc1N(C)C(=O)Cc1c(C(=O)O)c(C)cn1C,8%,12%
CCN1CCN(c2csc3ccc(Cl)cc3c2=O)CC1,12%,-35%[inhibitor]
O=C(c1cc(-c2ccc(Cl)cc2)n[nH]1)N1CCN(S(=O)(=O)c2ccc(Br)s2)CC1,6%,-5%
CC(=O)N1c2c(cc(Br)cc2S(=O)(=O)Nc2ccccc2C)CC1C (stereo not drawn),-19%,-9%
COc1ccc(CCNC(=O)CCn2c(=O)c3ccccc3n(Cc3c(C)cc(C)cc3C)c2=O)cc1OC,0%,5%
COc1ccccc1Cn1cc(C(=O)c2ccc(C)cc2)c(=O)c2cc(F)cc(F)c21,-11%,2%
O=C(Nc1ccc(F)c(F)c1)c1cc(S(=O)(=O)NC2CCCC2)ccc1F,39%,-5%
COc1ccc(N2CCN(C(=O)c3ccc(Nc4nc5ccccc5n5nnnc45)cc3)CC2)cc1,u,26%

# Following part:
SMILES,FUS suppressor,Abeta yeast res
COc1ccc(NC(=O)CSc2ccc(-c3cccs3)nn2)cc1,28%,-13%
CCOc1ccc(CCNC(=O)C2Cc3ccccc3N2C(=O)CC)cc1 (stereo not drawn),-4%,-7%
CCc1ccc(-c2cn3nc(CC)sc3n2)cc1,0%,0%
CC1CCCCN1C(=O)Cn1c(SCC(=O)N(C)c2ccccc2)nc2ccccc21 (stereo not drawn),23%,-13%
COc1cccc(CNC(=O)C2CCCCN2S(=O)(=O)c2ccc(F)cc2)c1 (stereo not drawn),2%,-14%
COc1cccc(-c2nc(CS(=O)(=O)CC(=O)NCc3cccc(Cl)c3)c(C)o2)c1,-17%,-14%
COc1ccccc1NC(=O)c1c(NC(=O)c2ccco2)sc2c1CCC(C(C)(C)C)C2 (stereo not drawn),12%,-10%
O=C(COCc1cc(-c2ccco2)on1)Nc1cccc(O)c1,21%,-22%
CCOc1ccccc1N(C)C(=O)c1c2c(nc3ccccc13)C(=O)N(C1CCCCC1)C2,22%,6%
COc1ccc(C)cc1NC(=O)N1CC(C)Sc2ccccc21 (stereo not drawn),15%,-5%
Cc1nc(N2CCOCC2)c2c(C(=O)N3CCN(c4cccc(C)c4C)CC3)c(C)oc2n1,31%,-5%
Cc1oc(-c2ccc(C(=O)NCc3ccc(F)cc3)cc2)nc1CS(=O)c1ccccc1 (stereo not drawn),22%,9%
Cc1cc(C)c(S(=O)(=O)NCc2ccc3c(c2)CCN3C(=O)c2ccccc2)c(C)c1,9%,-2%
Cc1ccc(C)c(NC(=O)CSC2=Nc3ccccc3N=C(c3ccc(F)cc3)C2)c1,-2%,-1%
Cc1ccc(Cn2c(CNS(=O)(=O)c3ccc(Cl)s3)nc3cccnc32)cc1,-27%,-31%[inhibitor]
Cc1ccc(C)c(Nc2ncnc3c2cnn3-c2ccc(F)cc2)c1,-1%,5%
CCOc1ccc(CCNC(=O)CCCc2nnc3n(CC(C)C)c(=O)c4sccc4n23)cc1,2%,-2%
CCCS(=O)(=O)c1nc(S(=O)(=O)c2ccc(C)cc2)c(N(C)Cc2ccccc2)s1,22%,-2%
COc1ccc(NC(=O)CC2C(=O)N(c3ccccc3)C(=O)N2CCC2=CCCCC2)cc1 (stereo not drawn),43%,1%
CCOC(=O)c1c(-c2ccc(C)cc2)csc1NC(=O)c1cc(=O)c2cc(C)ccc2o1,-15%,-16%
COc1ccc(NC(=O)C(=O)NCC2(c3ccc(OC)c(OC)c3)CCCC2)cc1,3%,-8%
CCc1ccc(S(=O)(=O)c2nnn3c2nc(N2CCN(c4ccccc4)CC2)c2cc(Cl)ccc23)cc1,-15%,-10%
COC(=O)c1cc(NC(=O)c2cc3c(-c4ccccc4F)nn(C)c3s2)cc(C(=O)OC)c1,-26%,-3%
N#Cc1ccc(NC(=O)c2cc(-c3cccc(Cl)c3)on2)cc1,-15%,3%
Cc1ccc(NCc2cccn2-c2nnc(N3CCC(C(=O)NCCc4ccc(Cl)cc4)CC3)s2)cc1,u,u

# (continued)
SMILES,FUS suppressor,Abeta yeast res
Cc1ccc(CNC(=O)c2cn(C)c3ccc(S(=O)(=O)N(C)C4CCCCC4)cc3c2=O)cc1,7%,-2%
CCCn1c(SCc2nc(-c3ccccc3C)no2)nnc1-c1ccc(Cl)cc1,u,-4%
COc1cccc(CNC(=O)C2CCCN(c3nnc(-n4c(C)ccc4C)s3)C2)c1OC (stereo not drawn),20%,-18%
O=C(NCc1cccc(F)c1)c1ccc2nc(CCc3ccccc3)oc2c1,9%,-8%
O=C(CSc1ccccc1)NCc1ccc2c(c1)CCN2C(=O)c1ccc(F)cc1,-9%,-1%
Cc1cccc(-n2c(SCc3nc(-c4ccccc4C)no3)nnc2-c2ccccc2)c1,-12%,-15%
COc1cccc2sc(NC(=O)c3ccc4c(c3)OCCO4)nc12,1%,0%
O=C(C1CC1)N1CCc2cc(Br)cc(S(=O)(=O)N3CCN(c4cccc(C(F)(F)F)c4)CC3)c21,-29%,5%
COc1ccc(-c2onc(C)c2C)cc1S(=O)(=O)NCCc1ccccc1,10%,-6%
CC(=O)c1cccc(NC(=O)CCn2nc(C)c(S(=O)(=O)N(C)C)c2C)c1,19%,-15%
CCOC(=O)c1c(C)c(-c2ccccc2)n(CC(=O)NCCc2cccc(C)c2)c1C,-12%,6%
CCCCCn1c(=O)[nH]c2cc(C(=O)NCCN(C)CCCC)ccc2c1=O,-14%,-5%
Cc1nnc(N2CCC(C(=O)N3CCCCC3)CC2)c2nn(-c3ccccc3)c(C)c12,-24%,-36%
CCCCc1nn2c(=O)cc(COC(=O)c3ccccc3NC(=O)C(C)(C)C)nc2s1,6%,-13%
COc1ccc(-c2cc(C(F)(F)F)n3nc(C(=O)Nc4cccc(Cl)c4Cl)cc3n2)cc1OC,3%,-5%
COc1ccc(-c2nc3c(c(SCC(=O)N4CCCCC4)n2)Cc2cc(C)ccc2O3)cc1,6%,-14%
COc1cc(OC)c(NC(=O)c2cnc(N3CCCC3)nc2C)cc1Cl,8%,-7%
COc1cc(C2c3c(oc4ccccc4c3=O)C(=O)N2Cc2ccccc2Cl)ccc1O (stereo not drawn),-3%,2%
CCC(C)NS(=O)(=O)c1ccc(N2CCCCS2(=O)=O)cc1 (stereo not drawn),-18%,-16%
COc1ccc(Cl)cc1NC(=O)C(C)n1nnc2sc3c(c2c1=O)CCCC3 (stereo not drawn),5%,-21%
O=C(NCc1ccccc1Cl)c1cnc2sc(N3CCCCC3)nn2c1=O,-2%,-10%
COc1ccc(-c2nc3ccc(C(=O)NCc4ccc(C)cc4)cc3nc2-c2ccc(OC)cc2)cc1,u,-6%
Cc1c(Cl)cccc1NC(=O)Cn1cnc2nc3c(cc2c1=O)CCCC3,-3%,-11%
CCOC(=O)C1=C(CNCc2ccccc2)NC(=O)NC1c1ccc(C)cc1 (stereo not drawn),20%,13%
O=C(Nc1ccc(F)c(Cl)c1)c1cc(S(=O)(=O)N2CCc3ccccc3C2)ccc1F,22%,-18%

# Single records, as listed above. Order of values: FUS suppressor	Abeta yeast res
# Shown for COc1ccc(Cl)cc1NC(=O)C(C)n1nnc2sc3c(c2c1=O)CCCC3 (stereo not drawn) = 5%	-21%
# Shown for O=C(NCc1ccccc1Cl)c1cnc2sc(N3CCCCC3)nn2c1=O = -2%	-10%

# Further structures:
SMILES,FUS suppressor,Abeta yeast res
Cc1ccc(-c2onc(C)c2C)cc1S(=O)(=O)NCc1cccs1,31%,-5%
CCN(CC)C(=O)Cn1cc(SCC(=O)Nc2ccc(C)cc2)c2ccccc21,5%,21%
Cc1ccc(-c2cc(C(=O)NC(C)c3ccccc3)c3ccccc3n2)cc1C (stereo not drawn),-15%,-3%
CCOc1ccc(CCNCc2c(C(=O)O)c(C)n(Cc3ccccc3F)c2C)cc1,10%,6%
Cc1nn(CCC(=O)NCc2cccc(Br)c2)c(=O)c2nn(-c3ccccc3)c(C)c12,13%,1%
CCN(CC)CCCNC(=O)c1ccc2c(c1)NC(=O)C(CS(=O)(=O)Cc1ccc(F)cc1Cl)N2 (stereo not drawn),25µM*,-14%
COc1ccccc1C(=O)N1CCC(c2noc(-c3ccc(S(=O)(=O)N4CCCC4)cc3)n2)CC1,u,5%
Cc1ccc(-n2ncc3c(NCCc4ccc(S(N)(=O)=O)cc4)ncnc32)cc1,-15%,3%
COC(=O)Cc1c(C)c2ccc3c(c2oc1=O)CN(Cc1ccc(Cl)cc1)CO3,2%,-25%
Cc1c(Cl)cccc1NC(=O)c1cc(-c2ccc3c(c2)OCO3)on1,1%,4%
Cc1oc2ncn(CC(C)C)c(=O)c2c1C(=O)NCCCN1CCCCC1,6%,-16%
COc1ccccc1-c1nc(SCC(=O)c2ccccc2)n[nH]1,6%,14%
CCOC(=O)c1c(NC(C)=O)c2c3c(sc2n1Cc1nc(-c2ccccc2Cl)oc1C)CCCC3,-7%,-11%
CC(=O)Nc1ccc(S(=O)(=O)Nc2cccc(-c3ccc(N4CCCCCC4)nn3)c2)cc1,16%,2%
O=C1CN(C(=O)c2ccc(S(=O)(=O)N3CCCCC3)cc2)C(c2ccc(F)cc2)c2cc(Br)ccc2N1 (stereo not drawn),18µM*,-7%
Cc1ccc(-c2nc(CS(=O)CC(=O)O)c(C)o2)cc1 (stereo not drawn),-11%,-16%
CC(C)(C)C(=O)NC1(C(F)(F)F)C(=O)Nc2c1c(=O)[nH]c(=O)n2-c1ccccc1 (stereo not drawn),-26%,-4%
COc1ccc(OC)c(NC(=O)CS(=O)(=O)Cc2nc(-c3ccc(C)cc3)oc2C)c1,-12%,-5%
COc1ccc(OC)c(C(=O)CC2(O)C(=O)N(Cc3ccccc3C)c3ccccc32)c1 (stereo not drawn),u,-3%
COc1ccccc1N1CCN(S(=O)(=O)CCNC(=O)C(c2ccccc2)c2ccccc2)CC1,u,14%
COc1cccc(NC(=O)CSc2nnc(COc3ccc(Cl)cc3)o2)c1,-2%,1%
CC1=C(c2ccc(C)c(C)c2)S(=O)(=O)N=C1N1CCC(C(=O)NC(C)c2ccccc2)CC1 (stereo not drawn),10%,-11%
COc1ccccc1OCC(=O)Nc1nc(-c2ccc(Br)cc2)ns1,-8%,-9%

# 7 compounds drawn at random from those above:
SMILES,FUS suppressor,Abeta yeast res
Cc1nnc(N2CCC(C(=O)N3CCCCC3)CC2)c2nn(-c3ccccc3)c(C)c12,-24%,-36%
Cc1ccc(-n2ncc3c(NCCc4ccc(S(N)(=O)=O)cc4)ncnc32)cc1,-15%,3%
CCOc1ccc(CCNC(=O)C2Cc3ccccc3N2C(=O)CC)cc1 (stereo not drawn),-4%,-7%
COc1ccc(Cl)cc1NC(=O)C(C)n1nnc2sc3c(c2c1=O)CCCC3 (stereo not drawn),5%,-21%
CCOCCCn1c(SCC(=O)Nc2ccccc2OC)nc2c(oc3ccccc32)c1=O,u,1%
CC(=O)Nc1ccc(S(=O)(=O)Nc2cccc(-c3ccc(N4CCCCCC4)nn3)c2)cc1,16%,2%
COc1ccc(NC(=O)CSc2ccc(-c3cccs3)nn2)cc1,28%,-13%

# These rows are one share of the data; rates above refer to the full screens.
